Compound activity (PubChem BioAssay)
BoNT A protease: BoNT A light chain protease inhibition; multiplex microsphere protease substrate cleavage, flow cytometry; inhibition, % at 10 µM; hit rate 0.17% among 360,000; AID 588499; further: plate controls were buffer without enzyme for full effect and enzyme alone for no effect
BoNT-F LC inh: blocks Botulinum neurotoxin F light chain protease; Multiplex microsphere protease cleavage assay, flow cytometry; inhibition, % at 10 µM; hit rate 0.22% among 360,000; AID 588497; in the data active means inhibition above about 35%, passing the limit was not always enough; inconclusive means no clear call, values can overlap the other calls; further: plate controls were buffer without enzyme for full effect and enzyme alone for no effect
PfHsp40 yeast: rescue of PfHsp40-mediated yeast toxicity; S. cerevisiae expressing PfHsp40, growth rescue, ATP luminescence; growth rescue, % at 12.5 µM; hit rate 0.68% among 340,000; in the data active means growth rescue above about 28%, passing the limit was not always enough; inconclusive means no clear call, values can overlap the other calls;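 further: yeast W303a lacking pdr1 and pdr3 grown in galactose medium; growth measured after three days at 30 °C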
FadD28 FP inh: inhibitors of Mycobacterium tuberculosis FadD28 bisubstrate binding; hit rate 0.22% among 360,000; FadD28 bisubstrate probe binding, fluorescence polarization; AID 588549; inhibition, % at 12.5 µM; in the data active means inhibition above about 8.5%, passing the limit was not always enough; inconclusive means no clear call, values can overlap the other calls
Anthrax LF inh2: blocks Bacillus anthracis lethal factor protease | P15917 | multiplex microsphere protease cleavage assay, LF | inhibition, % at 10 µM | hit rate 0.12% among 360,000 | AID 588501; further: plate controls were buffer without enzyme for full effect and enzyme alone for no effect
Mtb UGM inh: blocks M. tuberculosis UGM enzyme | inhibition, % at 10 µM | hit rate 0.06% among 320,000 | AID 504406 | P9WIQ1 | purified UGM, fluorescence polarization probe displacement; in the data active means inhibition above about 10%, passing the limit was not always enough; inconclusive means no clear call, values can overlap the other calls
Target sequence (P9WIQ1 whole entry, looked up): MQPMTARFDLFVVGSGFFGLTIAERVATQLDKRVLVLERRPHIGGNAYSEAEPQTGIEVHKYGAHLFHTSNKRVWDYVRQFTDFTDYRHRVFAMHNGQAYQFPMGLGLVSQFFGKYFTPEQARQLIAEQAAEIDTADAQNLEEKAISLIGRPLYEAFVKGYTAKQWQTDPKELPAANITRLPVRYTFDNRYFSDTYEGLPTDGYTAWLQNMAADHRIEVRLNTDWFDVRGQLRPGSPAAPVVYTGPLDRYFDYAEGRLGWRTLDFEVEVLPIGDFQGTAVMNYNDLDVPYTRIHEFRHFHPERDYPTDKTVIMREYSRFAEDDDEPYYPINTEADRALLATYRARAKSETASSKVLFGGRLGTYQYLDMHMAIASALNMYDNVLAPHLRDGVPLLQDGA
Mtb BioA inh: blocks M. tuberculosis BioA enzyme activity; purified M. tuberculosis BioA enzyme, plate reader; inhibition, % at 9.99 µM; hit rate 0.096% among 360,000; AID 602481; in the data active means inhibition above about 40%; inconclusive means no clear call, values can overlap the other calls
GDH-TPI counter: inhibits GDH-TPI coupling enzymes, artifact for Mtb FBA screen | GDH-TPI coupled enzyme counterscreen, NADH absorbance | inhibition, % at 4.8 µM | hit rate 1.2% among 360,000 | AID 588335; in the data active means inhibition above about 30%;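 further: 0% = DMSO wells and 100% = wells lacking the enzyme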
FBA Mtb inh: inhibitors of M. tuberculosis fructose-bisphosphate aldolase. purified M. tuberculosis FBA, fluorescence read-out. P9WQA3. inhibition, % at 1 µM. hit rate 2.3% among 360,000. AID 588726; in the data active means inhibition above about 27%;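 further: 0% = vehicle and 100% = reference inhibitor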
Target sequence (P9WQA3 whole entry, looked up): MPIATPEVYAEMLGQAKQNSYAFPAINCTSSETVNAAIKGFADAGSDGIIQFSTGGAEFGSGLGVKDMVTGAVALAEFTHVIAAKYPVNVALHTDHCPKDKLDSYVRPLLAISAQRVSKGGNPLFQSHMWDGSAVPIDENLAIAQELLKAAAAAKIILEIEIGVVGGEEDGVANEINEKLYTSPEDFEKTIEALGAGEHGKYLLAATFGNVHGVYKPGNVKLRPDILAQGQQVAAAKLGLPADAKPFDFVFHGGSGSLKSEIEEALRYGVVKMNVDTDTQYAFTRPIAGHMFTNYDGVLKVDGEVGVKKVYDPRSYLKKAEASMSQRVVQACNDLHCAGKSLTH
The depositor's hits bear a star; ? = inconclusive; · = not tested or not shown; + = active, no number. Unless noted, no stated cut-off is given here; in the data, active means inhibition above about 30%; inconclusive means no clear call, values can overlap the other calls; inactive means below that.

Value order: Anthrax LF inh2 | FBA Mtb inh | Mtb UGM inh | GDH-TPI counter | BoNT A protease | BoNT-F LC inh | FadD28 FP inh | Mtb BioA inh | PfHsp40 yeast
COC(=O)c1ccccc1NC(=O)C1CC(=O)N(c2ccc(C)cc2)C1 (stereo unspecified)
    -6.2 | 2.1 | 2.0 | 7.2 | -1.1 | -6.8 | 0.1 | 1.9 | -0.5
Cc1cc(C(=O)NNC(=O)/C=C/c2ccco2)c(C)o1
    -0.3 | 2.6 | · | 2.8 | 1.2 | -2.8 | -2.0 | -0.5 | -0.1
CC(C)NC(=S)N/N=C1\CCCCC1C1CCCCC1 (stereo unspecified)
    -0.5 | 0.8 | -1.8 | 17.2 | ? | 1.0 | -1.1 | -0.6 | 0.1
Cc1cc(C(=O)C(C)OC(=O)c2ccc(NC(=O)CC#N)cc2)c(C)n1-c1ccccc1 (stereo unspecified)
    -4.0 | 1.9 | -2.4 | 5.0 | 2.7 | 9.5 | -2.8 | -1.8 | 1.1
CC1CCCN(Cc2cccc(Oc3ccccc3)c2)C1 (stereo unspecified)
    -4.3 | -2.1 | 0.4 | -3.2 | -0.2 | -5.0 | -0.1 | -1.6 | -0.2
O=C(CCCc1ccccc1)NCc1ccc2c(c1)OCO2
    -6.1 | 0.1 | -2.1 | -7.7 | -0.2 | 6.6 | -0.5 | -3.3 | 1.9
CCOc1ccc(NC(=O)COC(=O)c2n[nH]c3ccccc23)cc1
    -7.9 | 0.1 | -0.6 | 2.6 | -1.5 | -16.4 | -1.0 | 1.4 | -0.4
CCCn1c(N)c(N(CCOC)C(=O)/C=C/c2cccc(Cl)c2)c(=O)[nH]c1=O
    0.9 | -5.3 | -3.9 | -2.1 | 1.0 | -1.4 | -3.1 | · | 7.6
CCCC(c1nnnn1CS(=O)(=O)c1ccc(C)cc1)N1CCN(c2ccc(F)cc2)CC1 (stereo unspecified)
    -2.8 | 5.1 | 0.7 | -2.5 | -1.0 | -1.4 | -1.8 | -1.5 | 0.3
Cc1csc2c(NC3CCN(Cc4ccccc4)CC3)ncnc12
    -11.4 | 1.8 | -0.5 | 7.8 | -2.0 | -21.6 | -1.5 | · | 0.6
O=C(Nc1cccc(Cl)c1)N1C[C@H]2C[C@@H](C1)c1cccc(=O)n1C2
    3.6 | 0.7 | 0.1 | 3.9 | -0.1 | 0.0 | -4.1 | -1.0 | -1.2
CCCN(CC(=O)Nc1ccccc1C)C(=O)C1CCN(S(=O)(=O)c2cccc(C(F)(F)F)c2)CC1
    8.6 | -1.3 | 2.2 | 3.5 | 8.7 | 23.7 | -0.3 | 0.7 | -0.4
COc1ccc(OCC(=O)OCC(=O)N2CC(=O)Nc3ccccc32)cc1
    -4.8 | 1.5 | 2.6 | -0.7 | -0.4 | -0.3 | -2.7 | -0.9 | 2.1
Cc1ccc(-c2c[nH]c(=S)n2-c2ccccc2)cc1
    -3.2 | 7.4 | -1.0 | 1.2 | 0.7 | -4.5 | -2.3 | · | 0.6
Cc1cccc(-n2c(C)c(-c3ccccc3)[nH]c2=S)c1
    3.6 | 3.2 | 1.3 | 0.8 | -0.7 | ? | -0.9 | 2.7 | 0.0
CN(Cc1cccc(F)c1)C(=O)C1CC(=O)N(c2ccc3c(c2)OCCO3)C1 (stereo unspecified)
    -4.1 | 35.1* | -0.7 | 1.3 | -0.2 | 4.6 | -4.0 | 3.0 | -1.0
C=C1CCN([C@H](C(=O)NCc2cc(OC)c(OC)c(OC)c2)C(C)C)S(=O)(=O)c2ccccc21
    -5.6 | -1.7 | -1.0 | 0.8 | -0.1 | 0.7 | -2.1 | 1.8 | -1.5
Cc1cccc(N(C)S(=O)(=O)c2c[nH]c3ccc([N+](=O)[O-])cc23)c1
    -0.4 | -2.1 | -1.2 | 8.9 | 0.1 | 2.2 | -28.9 | 13.2 | 2.8
CCC1(CC)C(=O)NC(=O)NC1=NCCc1c[nH]c2ccccc12
    -0.5 | 0.9 | -0.1 | -4.4 | -2.2 | -1.0 | -2.9 | -0.7 | 0.3
COc1ccc(NS(=O)(=O)c2cc(-c3cnc(C4CC4)o3)ccc2C)cc1
    -1.5 | 2.9 | 1.6 | 2.6 | -1.1 | -0.9 | -3.1 | -1.8 | -1.7

Additional records
Value order: Anthrax LF inh2 | FBA Mtb inh | Mtb UGM inh | GDH-TPI counter | BoNT A protease | BoNT-F LC inh | FadD28 FP inh | Mtb BioA inh | PfHsp40 yeast
N#Cc1ccc(CN2CCN(C(=O)c3ccc(S(=O)(=O)N4CCCCCC4)cc3)CC2)cc1
    -7.6 | -1.9 | -1.0 | 6.0 | 0.7 | -0.1 | 0.2 | -0.4 | -1.1
COc1cc2nc3n(c(=O)c2cc1OC)-c1cc2ccccc2cc1C(=O)NC3CC(C)C (stereo unspecified)
    0.0 | -1.7 | · | 1.4 | -0.6 | -7.3 | -3.5 | -1.7 | ·
C/C(=C\c1ccccc1)C(=O)N1CCN(Cc2ccc3c(c2)OCO3)CC1
    7.8 | -0.5 | -0.3 | -3.9 | 0.9 | 23.2 | 0.4 | 3.4 | 0.2
CC(C)CCNC(=O)NC(=O)COC(=O)/C=C/c1cccc([N+](=O)[O-])c1
    7.2 | 0.1 | 1.7 | 9.8 | -1.0 | -0.9 | -3.3 | -1.2 | -0.3
C/C=C/c1cc(CN2CCN(c3ccccc3)CC2)c(O)c(OC)c1
    8.6 | 8.6 | -2.1 | -3.1 | -0.7 | -1.8 | -0.4 | -0.1 | -0.9
CS(=O)(=O)N(CCc1ccccc1)CC(=O)NCc1ccco1
    -7.0 | 2.0 | -0.2 | -4.1 | -0.8 | -4.2 | -0.3 | -0.3 | 0.6
O=C(Nc1cc(-c2ccccc2)nn1-c1c(Cl)cccc1Cl)c1ccc(F)cc1
    -6.3 | 0.8 | 0.2 | 2.2 | 1.2 | 8.5 | -6.3 | -0.4 | 4.8
COc1ccc(N2CCN(C(=O)c3cn(C)c4ccc(S(=O)(=O)N5CCOCC5)cc4c3=O)CC2)cc1
    -1.6 | -1.3 | 2.4 | 12.1 | -0.1 | 1.6 | -2.7 | 0.2 | -1.7
CC(=O)Nc1cc2nn(-c3ccccc3)nc2cc1Cl
    -2.9 | 23.9 | 3.2 | 25.7 | -0.4 | 15.9 | -0.3 | -2.1 | 1.0
Clc1ccc(OCc2nnnn2-c2ccccc2)cc1
    -0.3 | -3.1 | 0.4 | 6.4 | -0.5 | -4.7 | -1.8 | · | -0.2
CCCCCCCCS(=O)C1CCS(=O)(=O)C1 (stereo unspecified)
    -2.3 | -0.7 | -1.1 | -6.8 | -0.3 | 6.9 | -0.9 | -1.3 | 0.9
Cc1ccc(C(=O)NCC(C)NC(=O)c2ccc(C)c([N+](=O)[O-])c2)cc1[N+](=O)[O-] (stereo unspecified)
    3.7 | -2.2 | -0.5 | -15.3 | 0.1 | ? | -4.2 | -1.6 | 0.0
ON=C(CCc1ccccc1)c1ccccc1
    -0.6 | 4.4 | · | -0.9 | 0.1 | 4.5 | 2.6 | -0.9 | ·
CCc1cc(=O)oc2c3c(cc(OCC(=O)NC4CC4)c12)OC(C)(C)CC3
    2.3 | + | 0.4 | 18.6 | -0.9 | -1.3 | -2.5 | 0.6 | -0.4
COc1cc(OC)cc(C(=O)NCCN2C(=O)S/C(=C\c3cccs3)C2=O)c1
    0.7 | 0.0 | -1.0 | 18.6 | 1.0 | 1.9 | -3.8 | · | -0.5
Cc1ccc(C)c(CSC2=NCCN2C(=O)Cc2ccc([N+](=O)[O-])cc2)c1
    -0.4 | -0.7 | 1.3 | -1.9 | -0.7 | -3.1 | -1.7 | · | -1.3
CCCS(=O)(=O)N1CCN(C(=O)c2ccccc2F)CC1
    -1.8 | 1.1 | 0.3 | -7.2 | -2.3 | -13.2 | -0.3 | · | 0.3
Cc1noc(C)c1CSc1nc2sc(C)c(C)c2c(=O)n1C1CCCC1
    -9.8 | 1.1 | -2.2 | 9.3 | 1.2 | 0.3 | -1.4 | -3.0 | -0.7
CSc1ccccc1C(=O)OCC(=O)Nc1ccc(N2CCOCC2)cc1
    -12.7 | -1.7 | 3.8 | 9.7 | 0.0 | -27.9 | -1.4 | · | -1.0
Cc1cc(C(=O)NC2CCCCCCC2)ccc1[N+](=O)[O-]
    -9.0 | 0.7 | -1.1 | -0.8 | 0.9 | ? | -4.5 | -0.2 | 0.0

More records
Value order: Anthrax LF inh2 | FBA Mtb inh | Mtb UGM inh | GDH-TPI counter | BoNT A protease | BoNT-F LC inh | FadD28 FP inh | Mtb BioA inh | PfHsp40 yeast
CCC1(CC)CNC(=O)NC1
    -4.1 | -2.8 | · | 5.3 | 0.8 | -9.1 | -0.6 | -1.2 | 1.6
O=C(NCCC1=CCCCC1)C1CCN(C(=O)Nc2ccccc2)CC1
    -5.6 | -1.7 | -0.6 | 11.0 | 0.9 | 1.6 | -3.9 | -1.1 | 0.0
COCCN(C(=O)c1csnn1)C(C(=O)NC1CCCCC1)c1ccccc1 (stereo unspecified)
    -0.8 | 1.4 | -0.7 | 8.4 | 0.3 | -0.2 | -1.9 | 0.3 | -0.3
COc1ccc(NC(=O)CN2CCN(CC(=O)Nc3ccccc3F)CC2)c(OC)c1
    -1.5 | -1.0 | -1.2 | 16.5 | -0.4 | -2.5 | 0.3 | 4.5 | 0.5
CCOC(=O)C(C)Sc1cc(CS(=O)(=O)c2ccccc2)nc(-c2ccccc2)n1 (stereo unspecified)
    -2.6 | -2.1 | 3.7 | 0.6 | ? | 6.3 | -5.0 | -0.1 | -0.6
COC(=O)c1ccc(C(=O)OC)c(NC(=O)COC(=O)c2ccccc2OC)c1
    -0.8 | 6.7 | 1.6 | 8.9 | 1.2 | 13.8 | -0.1 | · | -0.3
Cc1ccc(S(=O)(=O)N2CCOC2CNC(=O)C(=O)NCCc2c[nH]c3ccccc23)cc1 (stereo unspecified)
    0.5 | -0.1 | 2.0 | 7.1 | -0.2 | -6.3 | -3.0 | · | -0.6
COc1cccc(CNC(=O)COc2cc(O)c3c(c2)OC(C)(C)CC3=O)c1
    -6.2 | -2.1 | 1.2 | 0.0 | -0.7 | -4.2 | ? | 0.6 | 1.6
Cn1c(CC(=O)NCCO)c(Sc2ccccc2)c2ccccc21
    -3.5 | 0.1 | 1.7 | -0.8 | 0.7 | -0.4 | -3.3 | 2.4 | -1.1
CC(NC(=O)c1ccccc1Cl)c1ccc(-n2ccnc2)cc1 (stereo unspecified)
    -0.4 | -1.2 | 0.1 | -2.4 | 0.2 | -11.1 | 0.6 | 1.8 | -1.2
CCCC(=O)O[C@]1(C(=O)CO)CC[C@H]2[C@@H]3CCC4=CC(=O)CC[C@]4(C)[C@H]3[C@@H](O)C[C@@]21C
    -11.7 | 3.9 | 1.2 | 18.1 | -1.3 | -39.1 | -1.6 | 5.0 | 3.2
COc1ccc(N2C(=S)NC3CS(=O)(=O)CC32)cc1 (stereo unspecified)
    -17.3 | 1.3 | -1.2 | 6.3 | 0.6 | ? | -1.3 | · | -0.5
COC(=O)c1ccc(OC(=O)CCS(=O)(=O)c2ccc(C)cc2)cc1
    -1.6 | -1.9 | -2.1 | 4.1 | 0.5 | -1.5 | -0.9 | -0.9 | 1.0
CCn1cnc2cc(NS(=O)(=O)c3ccc(OC)c(OC)c3)ccc21
    2.3 | 6.4 | -1.1 | -6.9 | 1.7 | -33.7 | -0.8 | -8.5 | -0.8
CSc1ccc(C(=S)N2CCN(CCO)CC2)cc1
    -3.8 | -1.0 | 2.6 | 10.0 | -3.6 | -4.0 | -3.9 | · | 0.0
COC(=O)c1ccc([C@@H](O)[C@H](C)C(=O)CC(=O)OC(C)(C)C)cc1
    0.0 | 0.6 | -2.7 | 5.8 | 0.1 | -0.8 | 2.2 | -0.6 | 1.7
CCOc1cc(C(=O)NCc2ccncc2)cc(OCC)c1OCC
    -1.7 | -1.4 | 2.9 | -6.6 | 0.6 | -2.3 | -3.3 | -0.2 | -1.9
